SARS 3CLpro inh = SARS-CoV 3CLpro protease inhibitors, primary screen, biochemical, quenched FRET. recombinant SARS-CoV 3CLpro, quenched FRET peptide cleavage. inhibition, % at 6 µM. 290,000 compounds, 0.14% hits; in the data active means inhibition above about 12%
BH1578 lux ind = inducers of Vibrio cholerae quorum light production without autoinducers, primary screen, BH1578 luxS cqsA deficient, single point | V. cholerae BH1578 lux reporter, luminescence, 6 h | activation, % at 18.7 µM | 350,000 compounds, 0.16% hits | AID 588436, 2011; in the data active means activation mostly above about 9.7%, no sharp cut-off; further: not every result past the cut was called active; inactives centre near 0; reference of the scale not given here
BioA inh = M. tuberculosis BioA enzyme inhibitors, primary screen, biochemical, plate reader, single point, HTS; 7,8-diaminopelargonic acid synthase BioA (Mycobacterium tuberculosis); purified M. tuberculosis BioA enzyme; inhibition, % at 9.99 µM; 360,000 compounds, 0.096% hits; AID 602481, 2012; in the data active means inhibition above about 40%
SSB-PriA inh = inhibitors of Klebsiella pneumoniae PriA binding to SSB C-terminal tail, primary screen, biochemical, AlphaScreen; AlphaScreen SSBct-PriA binding, biotinylated peptide; PriA–SSB C-terminal tail interaction (Klebsiella pneumoniae); 430,000 compounds, 0.6% hits; AID 1272365, 2023; inhibition, % at 33 µM; in the data active means inhibition mostly above about 37%, no sharp cut-off; inactive means mostly below about 20%;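 further: plate controls were negative control peptide for no effect and reference peptide for full effect; strong numbers were not always called active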
VHR inh abs = VHR1 phosphatase inhibitors, primary screen, biochemical, absorbance, uHTS; recombinant VHR phosphatase, pNPP absorbance; inhibition, % at 13.3 µM; 290,000 compounds, 0.52% hits; AID 1654, 2009; in the data active means inhibition above about 50%; further: some compounds called inactive have numbers as strong as hits
Target sequence (P51452 whole entry, looked up): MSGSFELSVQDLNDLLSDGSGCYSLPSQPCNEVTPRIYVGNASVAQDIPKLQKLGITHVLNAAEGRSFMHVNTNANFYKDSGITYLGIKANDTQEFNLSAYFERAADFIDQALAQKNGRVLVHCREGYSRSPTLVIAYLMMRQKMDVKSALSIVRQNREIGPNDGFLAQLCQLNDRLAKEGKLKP
MazF activator = activators of E. coli MazEF toxin-antitoxin RNase, primary screen, biochemical, fluorescence, uHTS. Endoribonuclease toxin MazF (Escherichia coli (strain K12)), P0AE70. FAM/BHQ RNA-DNA oligo cleavage fluorescence, 5 h. activation, % at 20 µM. 350,000 compounds, 0.32% hits. AID 504720, 2011; in the data active means activation above about 50%
Target sequence (P0AE70 whole entry, looked up): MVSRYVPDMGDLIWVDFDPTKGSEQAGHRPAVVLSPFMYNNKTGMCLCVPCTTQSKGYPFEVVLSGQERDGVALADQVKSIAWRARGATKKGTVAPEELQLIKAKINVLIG
Rv3671c inh = Rv3671c serine protease inhibitors, primary screen, biochemical, fluorescence polarization, M. tuberculosis H37Rv; P9WHR9; inhibition, % at 5.96 µM; 320,000 compounds, 0.048% hits; AID 2606, 2010; in the data active means inhibition above about 38%;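 further: extracellular domain of Rv3671c used as enzyme; 0% = enzyme with DMSO and 100% = no enzyme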
UGM FP inh = M. tuberculosis UGM enzyme inhibitors, primary screen, biochemical, fluorescence polarization, single point; UDP-galactopyranose mutase (Mycobacterium tuberculosis (strain ATCC 25618 / H37Rv)), …; 320,000 compounds, 0.06% hits; AID 504406, 2011; purified UGM, fluorescence polarization probe displacement; inhibition, % at 10 µM; in the data active means inhibition above about 10%, passing the limit was not always enough
Target sequence (P9WIQ1 whole entry, looked up): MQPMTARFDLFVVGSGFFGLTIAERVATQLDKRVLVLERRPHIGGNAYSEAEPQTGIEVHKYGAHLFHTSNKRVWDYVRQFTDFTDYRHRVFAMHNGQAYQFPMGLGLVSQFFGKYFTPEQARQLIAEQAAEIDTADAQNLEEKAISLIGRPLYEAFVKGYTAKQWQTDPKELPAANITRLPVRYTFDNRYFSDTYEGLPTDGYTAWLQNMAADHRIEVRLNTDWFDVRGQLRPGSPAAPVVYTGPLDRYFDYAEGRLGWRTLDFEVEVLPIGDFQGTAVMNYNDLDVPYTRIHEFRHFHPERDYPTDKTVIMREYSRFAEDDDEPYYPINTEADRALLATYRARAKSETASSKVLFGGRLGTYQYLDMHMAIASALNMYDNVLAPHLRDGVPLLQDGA
Mtb FBA inh = Mtb FBA enzyme inhibitors, primary screen, biochemical, fluorescence, strain H37Rv; 360,000 compounds, 2.3% hits; purified M. tuberculosis FBA, fluorescence read-out; Fructose-bisphosphate aldolase (Mycobacterium tuberculosis (strain ATCC 25618 / H37Rv)), …; inhibition, % at 1 µM; in the data active means inhibition above about 27%;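 further: 0% = vehicle and 100% = reference inhibitor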
Target sequence (P9WQA3 whole entry, looked up): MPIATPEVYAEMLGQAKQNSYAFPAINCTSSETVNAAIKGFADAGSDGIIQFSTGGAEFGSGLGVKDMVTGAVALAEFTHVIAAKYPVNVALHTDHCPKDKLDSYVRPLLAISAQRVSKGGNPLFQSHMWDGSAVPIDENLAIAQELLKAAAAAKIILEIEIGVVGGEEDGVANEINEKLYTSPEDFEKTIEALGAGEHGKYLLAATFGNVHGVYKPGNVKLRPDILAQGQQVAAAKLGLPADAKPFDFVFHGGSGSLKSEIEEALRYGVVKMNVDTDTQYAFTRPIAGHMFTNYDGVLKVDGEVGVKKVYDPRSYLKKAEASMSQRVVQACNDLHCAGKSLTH
GDH-TPI inh = GDH-TPI coupling enzyme inhibitors, primary screen, artefact control for M. tuberculosis FBA inhibitor project, biochemical, absorbance, full deck; 360,000 compounds, 1.2% hits; inhibition, % at 4.8 µM; AID 588335, 2011; GDH-TPI coupled enzyme counterscreen, NADH absorbance; in the data active means inhibition above about 30%;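 further: 0% = DMSO wells and 100% = wells lacking the enzyme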
Numbers without * were called inactive; i = inactive; . = no result given; & = joins results of further samples.

SMILES	SARS 3CLpro inh	BH1578 lux ind	BioA inh	SSB-PriA inh	VHR inh abs	MazF activator	Rv3671c inh	UGM FP inh	Mtb FBA inh	GDH-TPI inh
COCc1cc(C)nc(OCC(=O)N/N=C/c2ccc(OC)c(O)c2)c1C#N	2	-0.3	.	.	-1	-1	-1	0.7	0	-1
Cc1ccccc1NC(=O)NC1(C(=O)NCc2ccco2)CCCCC1	-6	-0.1	.	8	-6	7	-2	-1.7	2	4
O=C(Nc1ccccc1C(=O)O)c1cc(S(=O)(=O)N2CCCCCC2)ccc1Cl	9	i	1.7	-8	6	9	-1	0.5	2	0
CC1(C(=O)OCC(=O)Nc2ccccc2Cl)CC1(Cl)Cl (centres undefined)	4	-0.3	.	-12	6	9	-4	1.5	4	4
Nc1ccccc1Nc1ccc([N+](=O)[O-])cc1[N+](=O)[O-]	-1	-0.2	.	38	6	-9	-8	-1.9	-7	24
N#Cc1ccccc1CSc1nc2ccc(NC(=O)c3ccccc3C(=O)O)cc2s1	1	-0.3	.	5	3	-1	13	-2.0	-1	3
CN1CCN(C(=O)c2ccc(S(=O)(=O)c3ccc(Br)cc3)cc2)CC1	2	-0.8	-0.5	-4	-8	6	-4	-0.9	2	-1
COCCOC(=O)c1[nH]c2c(c1C)C(=O)CC(c1cc(OC)ccc1OC)C2 (centres undefined)	0	-0.2	-3.4	-12	24	11	5	0.4	2	4
CCc1cc(C(=O)OC)c(NC(=O)CC2Sc3ccc(C(F)(F)F)cc3NC2=O)s1 (centres undefined)	0	-0.2	-0.8	9	5	1	-7	.	0	10
CSc1ccc(NC(=O)Nc2cccn(Cc3ccccc3)c2=O)cc1	7	-0.8	.	2	-18	10	0	0.0	3	4
Cc1cc(C(=O)Nc2c(C)n(C)n(-c3ccccc3)c2=O)on1	1	-0.2	2.3	-11	27	-3	0	0.4	-2	11
CCOc1ccccc1NC1=C(Cl)C(=O)N(c2ccc(OC)cc2)C1=O	-1	-0.4	.	-2	-1	0	0	-3.7	2	10
COCC(=O)N(Cc1cc2ccc(C)cc2[nH]c1=O)c1ccc(C)cc1C	7	i	0.2	-4	-18	6	-4	1.3	0	-19
CN(CC(=O)Nc1ccc(F)cc1)C(=O)COC(=O)c1cc([N+](=O)[O-])ccc1N1CCOCC1	.	-0.7	.	-7	.	0	-2	0.8	-4	16
O=C(O)c1sc2cc(C(F)(F)F)cnc2c1-c1cccs1	1	-0.2	.	-2	13	3	12	0.5	30*	9
COc1cc(C)c(NC(=O)COc2ccc3c(c2)OCO3)cc1C	-8	-3.3	-2.0	-10	17	5	-3	0.0	-1	8
CS(=O)(=O)N1CCN(c2ccccc2F)CC1	0	i	-0.8	-1	11	5	3	2.9	2	-4
COc1cccc(CN(C)C(=O)c2ccccc2Sc2ccccc2C#N)c1	4	i	0.3	8	18	1	-2	0.3	-2	2
COc1ccc(CN2CCN(C(=O)Cn3nc(C(=O)O)c4ccccc4c3=O)CC2)cc1F	-2	-0.3	-0.2	0	31	-10	8	0.1	-2	-1
Cc1ccc(CNCc2ccc3c(c2)OCO3)cc1	-6	-0.6	-0.8	-9	-4	3	5	0.5	-1	0
N#CC(C#N)=Cc1ccc(OC(=O)c2ccccn2)cc1	-4	i	.	45	26	14	-8	-0.1	1	8
N#C/C(=C\c1ccccn1)c1nc2ccccc2s1	2	-0.2	-3.4	-17	33	67*	-2	1.8	-1	2
Cc1ccc(C(=O)COC(=O)c2ccc(-c3cnc4ccccc4n3)cc2)cc1C	-2	-0.4	-1.3	-10	30	2	-6	0.3	1	5
Cc1cc(C(=O)N/N=C2\CCCc3ccccc32)c(C)o1	0	i	.	.	6	7	4	-3.8	1	-2
Cc1nn(-c2ccc(F)cc2)c(-n2cccc2)c1C(=O)N1CCN(C(=O)c2ccco2)CC1	-3	i	0.9	-1	1	7	0	2.2	5	2
COCc1cc(C)nc(SCc2ccc([N+](=O)[O-])cc2)c1C#N	-2	-0.2	0.0	8	4	11	-7	1.3	-2	-3
CCCCCCC(=O)c1c(O)n(-c2ccccc2OC)c(=O)[nH]c1=O	3	-0.3	.	-16&-1	2	-2	-5	1.9	-1	1
COc1ccc(NS(=O)(=O)c2ccc(Oc3ncccn3)cc2)cc1	-4	-0.3	.	-14	0	0	5	-5.4	1	1
COc1cc(/C=N\NC(=O)c2sc(N)nc2C)cc(OC)c1OC	-1	i	-1.5	.	6	1	3	-1.0	-9	41*
Cc1cc(Cl)c2oc(C(=O)N(C)Cc3nccn3C)c(C)c2c1	-4	i	6.1	4	50	8	.	.	-1	-7
Cn1c(CC(=O)Nc2ccc(Cl)c(Cl)c2)nnc1SCC(=O)N1CCN(c2ccccc2)CC1	3	-0.5	-0.8	-12	14	-1	5	-3.5	1	-3
O=C1Nc2ccccc2C1=Nc1cccc([N+](=O)[O-])c1	-4	i	.	4	27	9	-3	0.5	-3	-6
CC(=O)N1CCCc2cc(S(=O)(=O)N3CCc4ccccc4C3)ccc21	2	-0.4	1.9	-6	-1	-5	-2	0.6	-3	2
CCc1cc(Cn2nc(C(=O)O)cc2-c2ccccc2)on1	.	-0.4	-2.1	2	.	4	11	-0.5	0	0
Cc1ccc(-c2nc(CS(=O)(=O)CC(=O)N3CC(C)CC(C)C3)c(C)o2)cc1 (centres undefined)	-1	-0.2	1.7	-7	-23	-1	-3	-0.6	3	3
CC(Sc1nc2ncc(Cl)cc2[nH]1)C(=O)c1c(N)n(C)c(=O)n(C)c1=O (centres undefined)	.	-5.6	12	6	.	7	3	3.2	-3	3
Cc1[nH]c(=O)[nH]c(=O)c1/C=N\NC(=O)CCc1ccc(OC(C)C)cc1	4	.	.	.	18	.	8	2.8	.	.
Cn1c(C(=O)NCCN2CCOCC2)cc2sccc21	-3	-0.2	-0.6	-11	14	3	-3	-1.8	1	3
Cc1c(N/C=C(\Cl)C(=O)C(F)(F)F)c(=O)n(-c2ccccc2)n1C	-2	2.8	.	.	10	8	0	-1.5	3	2
COc1cc(/C=C2\SC(=S)N(CC(=O)NC3=NCCS3)C2=O)cc(OC)c1OC	5	i	.	-6	38	-17	-8	2.5	1	-5
CCn1cc(C(=O)N[C@@H](CC(C)C)C(=O)NCCCn2ccnc2)c(=O)c2cc3c(cc21)OCO3	-10	-2.6	0.5	-13	-1	10	-6	0.5	5	14
CSc1ccccc1C(=O)Nc1cccc(C(C)=O)c1	0	-0.2	.	-4	35	8	5	-0.5	3	12
Cc1ccc(NNC(=O)c2ccno2)cc1C	3	-0.3	.	-10	9	-4	5	-0.6	0	7
COc1ccc2nc(NNC(=O)c3cc(=O)c4ccccc4o3)sc2c1	-2	-0.3	-2.1	-8	3	-8	4	-1.0	8	2
CCOc1ccc(NC(=S)N2CCCN(Cc3cccc(Cl)c3)C2)cc1	-1	i	.	5	26	2	7	0.3	0	8
COc1cc(C(=O)N2CCSCC2)ccc1OC1CCN(C(C)=O)CC1	-1	i	-2.1	9	10	-1	-6	-2.8	7	7
COc1cccc(CN2CCNC(=O)C2CC(=O)NCc2cn3ccc(C)cc3n2)c1OC (centres undefined)	0	-0.6	-2.7	-11	23	2	9	0.2	27	21
CCCC(=O)Nc1ccc(C(=O)/C=C/c2ccc(SC)cc2)cc1	-1	-1.3	1.1	-5	4	-1	-10	-1.3	-1	18
Cc1ccc(NC(=O)CC2C(=O)NC3CCCCC3N2C(=O)c2ccc(F)cc2)cc1C (centres undefined)	0	-3.4	-0.6	-8	33	12	3	4.0	-1	-1
COc1ccccc1CNC(=O)CN(c1ccc(C)cc1)S(=O)(=O)c1c(C)n[nH]c1C	1	-0.4	3.0	-18	14	-4	1	-3.7	2	13
CCOC(=O)c1c(-c2ccc(F)cc2)csc1NC(=O)CN1C(=O)NC2(CCCCC2C)C1=O (centres undefined)	2	-0.2	-1.2	7	-5	5	-27	.	-1	7
CS(=O)(=O)N1CCCC(C(=O)NCCN2CCC(Cc3ccccc3)CC2)C1 (centres undefined)	1	i	-0.8	-15	-14	1	8	-2.2	2	-8
O=C(COC(=O)C1COc2ccccc2O1)NC(=O)NC1CCCC1 (centres undefined)	1	.	0.0	-3	7	-12	-3	-0.2	-1	-8
Cc1cc(/C=C2\SC(=S)NC2=O)c(C)[nH]1	-3	-0.1	3.6	-4	21	-27	-1	0.1	-12	6
O=C(NN1C(=O)C2C3CCC(O3)C2C1=O)c1ccco1 (centres undefined)	-1	-0.6	-1.4	1	-14	6	-7	0.3	2	8
O=C(CSC(=S)N1CCOCC1)Nc1nccs1	-5	-0.7	.	-15	21	-15	-4	3.2	4	19
C=CCc1ccccc1OCC(O)CN1CCN(c2ccc(C)cc2)CC1 (centres undefined)	1	i	-0.2	16	37	-4	1	7.0	-2	-3
O=C1CCC([N+](=O)[O-])C(c2ccc(Cl)cc2)N1 (centres undefined)	6	i	0.6	-12	-12	3	7	2.6	0	3
CCOc1ccccc1CNC(=O)c1cc2oc3ccccc3c2n1CC	6	0.8	-1.4	-8	-6	1	-20	-0.2	1	1
COc1cc([N+](=O)[O-])ccc1NC(=O)NNC(=O)c1sccc1C	-4	7.7	1.1	7	27	5	-3	-0.4	4	14

Other records follow.
SMILES	SARS 3CLpro inh	BH1578 lux ind	BioA inh	SSB-PriA inh	VHR inh abs	MazF activator	Rv3671c inh	UGM FP inh	Mtb FBA inh	GDH-TPI inh
Cc1cccc(N=C2NN=C(c3ccccc3F)CS2)c1C	-1	-1.9	.	44*	29	1	1	-0.8	0	-4
Cc1ccccc1OCC(=O)N(CC(C)C)c1c(N)n(CC(C)C)c(=O)[nH]c1=O	1	-3.2	.	-10	-26	8	-12	4.4	3	1
Cc1c(Nc2cc(N3CCOCC3)c3nonc3c2[N+](=O)[O-])c(=O)n(-c2ccccc2)n1C	0	.	.	.	16	.	8	-0.2	.	.
CCc1ccc(OCC(=O)NNC(=S)NC(=O)C2CCCCC2)c(Br)c1	1	.	-1.0	-6	-6	-2	-8	2.7	0	-1
COc1ccc(S(=O)(=O)N(CC(=O)NCc2ccncc2)c2ccc(C)cc2)cc1OC	0	-16	-0.3	3	-4	10	2	-1.0	-6	-3
COc1ccc2c(c1OC)C(=O)N(c1ccc3c(c1)CCC3)C2=O	1	-0.9	.	-8	43	0	-12	1.5	1	14
CC(C)CC(N)c1csc(Nc2cnccn2)n1 (centres undefined)	.	i	1.7	.	.	.	.	.	-2	16
CCOC(=O)c1c(C)oc2ccc(OC(=O)N3CCOCC3)cc12	1	-0.4	-1.6	-12	-4	11	-5	0.7	3	-1
CCOC(=O)CSc1nc(C(C)(C)C)nc2ccccc12	1	0.4	.	-15	13	0	-3	-3.4	-4	-2

Gathered by group: the compounds so far containing a CF3 group.
SMILES	SARS 3CLpro inh	BH1578 lux ind	BioA inh	SSB-PriA inh	VHR inh abs	MazF activator	Rv3671c inh	UGM FP inh	Mtb FBA inh	GDH-TPI inh
CCc1cc(C(=O)OC)c(NC(=O)CC2Sc3ccc(C(F)(F)F)cc3NC2=O)s1 (centres undefined)	0	-0.2	-0.8	9	5	1	-7	.	0	10
O=C(O)c1sc2cc(C(F)(F)F)cnc2c1-c1cccs1	1	-0.2	.	-2	13	3	12	0.5	30*	9
Cc1c(N/C=C(\Cl)C(=O)C(F)(F)F)c(=O)n(-c2ccccc2)n1C	-2	2.8	.	.	10	8	0	-1.5	3	2

Screens as filed in PubChem.

A portion of the library (hit frequency here may not be typical).
